TbMetRS inhib – T. brucei MetRS inhibitors, primary screen, biochemical, luminescence. methionyl-tRNA synthetase (Trypanosoma brucei brucei). AID 624268, 2012. hit rate 0.4% among 360,000. purified T. brucei MetRS, ATP depletion, Kinase-Glo luminescence. inhibition, % at 11.9 µM;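 active = inhibition above a per-plate cutoff of the control wells' mean inhibition plus 3 SD, cut at about 5.5% in these data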;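 note: 0% = DMSO wells median and 100% = median of wells with control inhibitor compound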
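Material – parasite MetRS enzyme · Medium – HEPES-MgCl2-KCl buffer plus DTT, spermine, BSA, pyrophosphatase · Reagent – ATP, methionine and E. coli bulk tRNA substrates · Times – 15 min enzyme-compound preincubation, 2 h reaction, 10 min detection, 25 °C · Measured by – luminescence of leftover ATP · Evaluation – percent inhibition relative to median high and low control wells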
STEP inh – STEP phosphatase inhibitors, primary screen, biochemical, fluorescence intensity, uHTS; recombinant STEP, OMFP fluorogenic substrate; inhibition, % at 20 µM; hit rate 0.25% among 360,000; AID 588621, 2011;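 active = inhibition at 20 µM, scaled per plate between control wells, above about 37%, limit read from the data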;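 note: 0% = DMSO with enzyme and substrate and 100% = substrate only without enzyme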
Target sequence (P54829 whole entry, looked up): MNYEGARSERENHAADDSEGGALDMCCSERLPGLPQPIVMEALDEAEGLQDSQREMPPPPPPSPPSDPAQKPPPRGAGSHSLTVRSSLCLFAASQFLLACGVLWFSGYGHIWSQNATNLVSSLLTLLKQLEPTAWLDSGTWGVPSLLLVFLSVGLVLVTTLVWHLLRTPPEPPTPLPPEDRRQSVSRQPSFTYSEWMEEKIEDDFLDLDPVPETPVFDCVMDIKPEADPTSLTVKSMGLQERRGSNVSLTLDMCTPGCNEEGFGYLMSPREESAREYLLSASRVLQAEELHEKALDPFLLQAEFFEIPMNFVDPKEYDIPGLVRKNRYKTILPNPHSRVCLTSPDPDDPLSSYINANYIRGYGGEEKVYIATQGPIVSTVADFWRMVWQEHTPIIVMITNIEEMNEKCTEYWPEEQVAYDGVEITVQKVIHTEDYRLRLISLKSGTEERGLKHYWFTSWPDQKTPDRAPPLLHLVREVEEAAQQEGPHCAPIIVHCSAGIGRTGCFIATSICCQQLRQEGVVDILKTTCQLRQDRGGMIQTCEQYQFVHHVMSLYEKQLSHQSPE
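medium = Bis-Tris buffer pH 6.0, 2.5 mM DTT, 0.005% Tween 20 | test system = STEP (striatal-enriched tyrosine phosphatase) enzyme, cell-free | measure = normalized % inhibition | compound dosing = 20 µM, 1% DMSO | also added = 25 µM OMFP | schedule = reaction 20 min, ambient temperature | measured by = fluorescence read at 480 nm ex / 540 nm em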
CSN deneddyl inh – inhibitors of CSN-mediated cullin deneddylation, primary screen, biochemical, fluorescence polarization, uHTS; COP9 signalosome complex subunit 5 (Homo sapiens), Q92905; Purified CSN, SCF-Nedd8-OG deneddylation; inhibition, % at 12.5 µM; hit rate 0.38% among 360,000; AID 651999, 2013;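 active = pattern-corrected inhibition above about 35%, with an unprinted fluorescence ratio check between 0.5 and 1.5, limit read from the data, passing the limit was not always enough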;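 note: 0% = enzyme with substrate and 100% = substrate without enzyme; some results filed as inactive read as strong as hits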
Target sequence (Q92905 whole entry, looked up, one chain of several): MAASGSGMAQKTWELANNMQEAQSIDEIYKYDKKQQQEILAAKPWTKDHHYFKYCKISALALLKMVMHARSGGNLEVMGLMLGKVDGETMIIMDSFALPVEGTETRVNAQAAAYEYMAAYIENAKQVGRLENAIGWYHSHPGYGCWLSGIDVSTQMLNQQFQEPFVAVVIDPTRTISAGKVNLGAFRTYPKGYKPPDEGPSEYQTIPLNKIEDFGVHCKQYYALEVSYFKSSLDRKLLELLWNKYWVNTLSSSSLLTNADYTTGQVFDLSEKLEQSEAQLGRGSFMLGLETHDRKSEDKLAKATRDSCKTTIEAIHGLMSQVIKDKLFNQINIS
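Assay system: purified human Csn5 enzyme expressed in HEK293T cells; measure: % inhibition; also added: SCFSkp2-Nedd8OG substrate at 10 nM final; technique: fluorescence polarization; times: reaction 90 min, room temperature; medium: Tris buffer pH 7.5, NaCl, DTT, Tween-20, trehalose, ovalbumin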
LMPTP block – LMPTP phosphatase inhibitors, primary screen, biochemical, fluorescence intensity, uHTS; Low molecular weight phosphotyrosine protein phosphatase (Homo sapiens), P24666; recombinant LMPTP-A, OMFP fluorogenic substrate; inhibition, % at 20 µM; hit rate 0.22% among 360,000; AID 651560, 2012;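 active = compounds that cut the enzyme signal by at least half of the control window in the single-dose screen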;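 note: plate controls were DMSO wells with enzyme plus substrate for no effect and substrate without enzyme for full effect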
Target sequence (P24666 whole entry, looked up): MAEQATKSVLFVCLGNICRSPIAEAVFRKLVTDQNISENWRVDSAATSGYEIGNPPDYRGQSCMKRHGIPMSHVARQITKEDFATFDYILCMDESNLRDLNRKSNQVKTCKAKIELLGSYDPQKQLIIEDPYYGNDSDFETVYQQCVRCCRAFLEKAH
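Assay system: LMPTP-A enzyme. Input: 0.625 nM LMPTP-A final. Probe or stimulus: 400 µM OMFP. Compound dosing: single 20 µM dose. Schedule: 50 min dark incubation at room temperature. Detection: fluorescence intensity of OMFP turnover product. Read-out: percent inhibition versus substrate-only and uninhibited controls. Benchmarks: no-enzyme low control, uninhibited high control.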
NadD inh – inhibitors of S. aureus NadD, primary screen, biochemical, colorimetric, uHTS. inhibition, % at 20 µM. hit rate 0.78% among 360,000. Nicotinate-nucleotide adenylyltransferase NadD (Staphylococcus aureus N315). purified NadD enzyme, colorimetric absorbance read-out; in the data active = inhibition above about 26%; note: some compounds past the cut are filed as inactive
SUMO1-SIM PPI – modulators of SUMO1 protein-protein interactions, primary screen, biochemical, uHTS. AID 602429, 2012. hit rate 0.33% among 360,000. SUMO1 binding to a labelled peptide, TR-FRET, 1 h. inhibition, % at 20 µM; in the data active = inhibition above about 37%
Rpn11 inh – Rpn11 (PSMD14) deubiquitinase inhibitors, primary screen, biochemical, fluorescence polarization, uHTS | 26S proteasome non-ATPase regulatory subunit 14 (Homo sapiens), O00487 | human 26S proteasome, Ub4-pepOG fluorescence polarization; 20S core pre-blocked with epoxomicin | calls only at 20 µM | hit rate 0.59% among 360,000 | AID 588493, 2011;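 active = inhibition at 20 µM, scaled to each plate's controls, above about 33%, limit read from the data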
Scp1 inh – Scp-1 phosphatase inhibitors, primary screen, biochemical, colorimetric, uHTS; inhibition, % at 20 µM; hit rate 0.88% among 340,000; Carboxy-terminal domain RNA polymerase II polypeptide A small phosphatase 1 (Homo …; AID 493091, 2011; Recombinant Scp1, phosphopeptide, malachite green phosphate absorbance;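 active = inhibition above about 50% at 20 µM, limit read from the data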;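 note: plate controls were DMSO wells with enzyme for no effect and wells lacking enzyme for full effect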
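Material: truncated SCP-1 phosphatase (76-261aa) / Buffer or medium: 50 mM Tris acetate pH 5.5, 0.005% Tween-20, 10 mM MgCl2 / Compound dosing: one concentration, 20 µM, with 1.0% DMSO / Incubation: 45 min room-temperature reaction, 5 min colour, 30 min stabiliser / Detection: colorimetric free-phosphate detection, absorbance 630 nm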
MsrA inhibitor – bovine MsrA enzyme inhibitors, primary screen, biochemical, absorbance, HTS | Methionine sulfoxide reductase A (Bos taurus) | purified bovine MsrA, absorbance read-out | inhibition, % at 15.5 µM | hit rate 0.75% among 360,000; in the data active = inhibition above about 4.5%;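 note: 0% = vehicle wells with enzyme and 100% = reference inhibitor wells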
DNMT1 block – human DNMT1 methyltransferase inhibitors, primary screen, biochemical, molecular beacon, fluorescence, HinP1I cleavage, uHTS; inhibition (reported as % activation of signal), % at 10 µM; hit rate 0.83% among 360,000; AID 588458, 2011; in the data active = inhibition above about 50%
* hit, by the source's call; i = inactive; . = no result given.

# | SMILES | TbMetRS inhib | STEP inh | CSN deneddyl inh | LMPTP block | NadD inh | SUMO1-SIM PPI | Rpn11 inh | Scp1 inh | MsrA inhibitor | DNMT1 block
1 | O=C(c1ccc(-c2ccccc2)cc1)N1CCN(c2ccccc2)CC1 | -0.6 | -0.6 | 1.7 | 1.2 | 4.0 | 4.7 | i | -5.1 | -0.3 | 0.9
2 | Cc1cc(C(=O)CSc2n[nH]c(N)n2)c(C)n1C1CC1 | 0.5 | -2.1 | 0.5 | 0.0 | -1.2 | 7.3 | i | -17.6 | 0.6 | -3.4
3 | Cc1ccc(CN2Cc3cccc4c3[C@@H](CC2=O)[C@H](O)[C@H](O)C4)cc1 | -0.2 | 0.9 | 2.2 | -0.4 | 3.8 | 7.5 | i | -5.6 | 0.3 | 4.2
4 | CCc1ccc(C(O)c2ncc(-c3cccc(C)c3)[nH]2)cc1 (configuration not stated) | -0.3 | -0.2 | -0.9 | 0.1 | -5.8 | -0.8 | i | . | -0.1 | 0.2
5 | O=C(CCSCCC(=O)NCCN1CCOCC1)NCCN1CCOCC1 | -0.5 | -0.7 | 4.3 | -10.4 | -3.9 | -2.4 | i | -4.3 | -0.6 | 2.3
6 | CC(=O)C1=NN(c2ccccc2)C(c2ccc3c(c2)OCO3)N1c1ccccc1 (configuration not stated) | -0.5 | 0.3 | 2.6 | 3.2 | 5.4 | -3.0 | i | 1.2 | -0.8 | -5.7
7 | CCc1ccc(S(=O)(=O)c2nnn3c2nc(N2CCOCC2)c2ccccc23)cc1 | -0.1 | 0.9 | -3.5 | 0.6 | 0.6 | 2.8 | i | -4.0 | -1.1 | -0.1
8 | O=C(CC1C(=O)NCCN1Cc1ccoc1)NCCCn1ncc2ccccc21 (configuration not stated) | -0.7 | 0.2 | 0.1 | 1.7 | 1.5 | 5.1 | i | -6.0 | 0.0 | -5.4
9 | CC(c1ccccc1)n1c(-c2ccc(Cl)cc2)n[nH]c1=S (configuration not stated) | 0.3 | 3.5 | -3.3 | -1.2 | 4.4 | 4.1 | i | -5.7 | 0.6 | 0.1
10 | CC(COc1ccccc1)N1CCC(CO)(Cc2ccccc2)CC1 (configuration not stated) | -0.7 | 1.8 | 3.9 | -1.0 | 4.0 | 2.5 | i | 2.2 | 1.5 | 1.0
11 | CC(C)c1nc(SCC(=O)c2c[nH]c3ccccc23)n[nH]1 | 1.6 | -2.3 | 0.0 | -1.0 | 2.0 | 5.8 | i | -9.0 | 0.2 | -12.8
12 | CN(C)S(=O)(=O)N1CCc2ccccc2C1 | -0.2 | 0.7 | 0.9 | -1.1 | -3.2 | -0.9 | i | -8.0 | 0.0 | -0.1
13 | CC1CCCC(NC(=O)CCCCCn2c(=S)[nH]c3ccsc3c2=O)C1C (configuration not stated) | -0.4 | -0.9 | 7.1 | 2.7 | 7.3 | 1.3 | i | . | 0.3 | 5.8
14 | O=C(O)[C@@H]1CCCN1S(=O)(=O)c1cccc2cccnc12 | -0.3 | -2.3 | -4.2 | -1.4 | -5.4 | 1.5 | i | -2.3 | -0.5 | 0.1
15 | COc1ccc(/C=N/n2cncn2)cc1CSc1ccccn1 | -0.6 | -1.6 | -2.8 | 1.6 | 2.5 | -4.9 | i | -15.4 | 0.1 | 0.6

2 compounds from above, reduced to SUMO1-SIM PPI.
| no. | smiles | SUMO1-SIM PPI |
| --- | --- | --- |
| 6 | CC(=O)C1=NN(c2ccccc2)C(c2ccc3c(c2)OCO3)N1c1ccccc1 (configuration not stated) | -3.0 |
| 7 | CCc1ccc(S(=O)(=O)c2nnn3c2nc(N2CCOCC2)c2ccccc23)cc1 | 2.8 |

The list continues.
# | SMILES | TbMetRS inhib | STEP inh | CSN deneddyl inh | LMPTP block | NadD inh | SUMO1-SIM PPI | Rpn11 inh | Scp1 inh | MsrA inhibitor | DNMT1 block
16 | COc1cc(C=C(C#N)C(=O)c2ccccc2)cc(OC)c1OC | 0.1 | -1.1 | -0.7 | 1.4 | -3.4 | 7.4 | i | . | 1.3 | -5.6
17 | CCOC(=O)CNC(=O)CSc1ncnc2c1nnn2-c1ccc(F)cc1 | -1.2 | -0.8 | -0.5 | -2.1 | -3.9 | -12.6 | i | 6.2 | 0.7 | 1.6
18 | COc1ccc(NCc2nnc(SCC(=O)N3CCCc4ccccc43)n2C)cc1 | -0.5 | 1.0 | 5.7 | -0.4 | 0.0 | -19.0 | i | -4.0 | -0.1 | -13.9
19 | Cc1ccc(N(C(=O)c2ccccn2)C(C(=O)NC2CCCCC2)c2ccncc2)cc1 (configuration not stated) | -0.4 | -1.6 | -1.4 | -0.3 | -5.4 | 11.4 | i | -9.6 | -0.6 | 0.9
20 | CCOC(=O)c1c(NC(=S)N2CCCCC2)sc2c1CCN(C(=O)OCC)C2 | -0.8 | -0.2 | -4.6 | 2.3 | 1.1 | -3.2 | i | -20.5 | 1.4 | -4.1
21 | COc1ccccc1NC(=O)CCSc1ccc(C)cc1 | -0.6 | 0.9 | 1.1 | 0.2 | -3.1 | -5.1 | i | 3.1 | 1.2 | -1.0
22 | CC(=O)c1ccc(O)c(CC=C(C)C)c1 | 1.0 | -5.3 | -0.7 | -0.9 | 1.5 | -2.7 | i | -7.1 | 0.4 | -2.5
23 | COc1cccc(NC(=O)C(=O)NCCCN2CCCC2=O)c1 | -0.3 | 2.3 | -4.3 | -1.3 | 1.4 | 0.8 | i | 1.2 | 0.4 | -0.3
24 | Cc1ccc2c(c1)cc(C(=O)N[C@@H](Cc1ccccc1)C(=O)O)n2C | -0.7 | -0.7 | 2.2 | -0.1 | -3.6 | 2.2 | i | -15.6 | 0.1 | 0.4
25 | COc1ccc(OC)c(C2=C/C(=C/c3ccccn3)C(=O)O2)c1 | -0.4 | -5.4 | 32.3 | 7.8 | 5.3 | -9.3 | . | 7.8 | 2.0 | -7.6
26 | O=C(CN(c1ccccn1)S(=O)(=O)c1ccc(F)cc1)Nc1ccc(F)cc1F | -0.3 | -0.4 | 0.0 | -0.5 | -5.7 | 0.5 | i | -6.3 | 1.2 | -1.7
27 | O=C(CC(=O)c1ccccc1)CS(=O)(=O)c1ccccc1 | -0.2 | 2.8 | 2.0 | 0.4 | 3.5 | 3.8 | i | -21.5 | 2.0 | 0.0
28 | CCC(Cc1ccccc1)NC(=O)c1ccc2nc(N3CCOCC3)sc2c1 (configuration not stated) | -0.5 | 0.6 | -0.6 | -0.1 | 1.9 | 1.9 | i | -12.9 | 0.3 | -3.7
29 | Cc1ccc(NC(=O)Cn2nnc(-c3ccc4c(c3)OCO4)n2)cc1F | -0.1 | -2.9 | -4.3 | 1.2 | -10.2 | 0.6 | i | -4.9 | -0.8 | 11.5
30 | O=C(C1CCCN(S(=O)(=O)c2ccccc2)C1)N1CCCc2ccccc21 (configuration not stated) | 0.1 | -0.9 | 5.6 | 1.4 | 0.0 | -1.7 | i | -6.7 | -1.3 | -0.3
31 | O=C1c2[nH]nc(-c3ccccc3O)c2C(c2ccccc2)N1Cc1ccco1 (configuration not stated) | -1.8 | -0.9 | -1.4 | 2.4 | 4.1 | 2.2 | i | -3.4 | 0.6 | 6.1
32 | Cc1nn(CC(=O)NC(C)C)c(C)c1[N+](=O)[O-] | -1.3 | 0.7 | 2.5 | -1.3 | -0.6 | -5.2 | i | -7.9 | 2.5 | 2.0
33 | COc1cccc(CNC(=O)CCS(=O)(=O)c2ccc3c(c2)NC(=O)CS3)c1 | 0.1 | 1.5 | 6.0 | 0.4 | -4.9 | 8.4 | i | -6.2 | 1.4 | -2.5
34 | O=C(CCl)N1c2ccccc2Sc2c1ccc1ccccc21 | -0.2 | -3.1 | 7.2 | 0.7 | 4.6 | -10.6 | i | -16.2 | 1.0 | 43.3
35 | O=C(c1ccc(Cl)cc1)[C@@H]1[C@@H]2C(=O)N(c3cccc4ccccc34)C(=O)[C@@H]2C2c3ccccc3C=NN21 (some centres not stated) | -1.1 | -0.4 | 17.8 | 3.7 | 23.3 | 6.2 | i | -4.0 | -0.1 | -5.9
36 | O=C(CSc1nnnn1-c1cccc(F)c1)NC1CC1 | -0.3 | -2.3 | 4.1 | 0.4 | 3.0 | -0.6 | i | 10.6 | 0.5 | 5.4
37 | C=C1C(=O)[C@]23C[C@H]1CCC2[C@@]1(C)C(C[C@@H]3O)[C@](C)(C(=O)O)CC[C@@H]1O (some centres not stated) | -1.2 | -2.5 | -0.9 | -2.0 | -2.1 | -2.5 | i | . | -0.4 | 2.6
38 | COc1ccc2c(c1)c(=O)cc(-c1ccccc1)n2C | 0.4 | -6.4 | -0.5 | 1.1 | 2.0 | -3.8 | i | -2.2 | 2.4 | -0.3
39 | Cc1nn(C)c(C(=O)N2CCN(C(=O)c3ccco3)CC2)c1[N+](=O)[O-] | 0.0 | -0.9 | -6.6 | -1.1 | -2.2 | -3.0 | i | -2.0 | 2.2 | 1.9
40 | COCCNC(=O)C1(C)CCCN(C(=O)c2c(F)ccc(C)c2F)C1 (configuration not stated) | -0.1 | 0.0 | 3.1 | -0.4 | -2.4 | 2.8 | i | . | 0.5 | 1.9
41 | COc1ccc(-c2cc3nc4c(c(N5CCC6(CC5)OCCO6)n3n2)CCC4)cc1 | -0.1 | 1.1 | 4.7 | 1.4 | 0.6 | 4.1 | i | 7.6 | -0.3 | -5.0
42 | COc1ccc(CC(=O)Nc2ccc(C(=O)NCC(C)C)cc2)cc1 | -1.2 | -0.5 | 3.6 | -0.5 | 6.1 | -3.4 | i | -1.3 | -0.3 | -4.0

Results in sequence from the list.
Entries 34 to 37 in SUMO1-SIM PPI: -10.6, 6.2, -0.6, -2.5

Source: PubChem BioAssay

No enrichment for hits, and some 3.9% of all compounds hit somewhere here.
